MITF inh: inhibitors of human MITF. O75030. AlphaScreen MITF homodimerization, bead proximity signal. inhibition, % at 2.6 µM. 650,000 compounds, 0.91% hits. AID 1259374; in the data active means inhibition above about 50%;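 further: 0% = vehicle wells with protein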
TEAD-YAP inh: TEAD-YAP interaction inhibition; HEK-TIYL cells, TEAD-Gal4/YAP UAS-luciferase luminescence; inhibition, % at 9.12 µM; 640,000 compounds, 1.4% hits; AID 1259422; in the data active means inhibition above about 32%;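 further: 0% = median of test compound wells and 100% = reference inhibitor wells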
GPR151 activ: activators of human GPR151 | 650,000 compounds, 1% hits | PathHunter beta-arrestin GPR151 cells, luminescence | AID 1508602 | activation, % at 11.2 µM | Q8TDV0; in the data active means activation above about 4.9%;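 further: 0% = median of compound wells and 100% = cells with positive control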
Target sequence (Q8TDV0 whole entry, looked up): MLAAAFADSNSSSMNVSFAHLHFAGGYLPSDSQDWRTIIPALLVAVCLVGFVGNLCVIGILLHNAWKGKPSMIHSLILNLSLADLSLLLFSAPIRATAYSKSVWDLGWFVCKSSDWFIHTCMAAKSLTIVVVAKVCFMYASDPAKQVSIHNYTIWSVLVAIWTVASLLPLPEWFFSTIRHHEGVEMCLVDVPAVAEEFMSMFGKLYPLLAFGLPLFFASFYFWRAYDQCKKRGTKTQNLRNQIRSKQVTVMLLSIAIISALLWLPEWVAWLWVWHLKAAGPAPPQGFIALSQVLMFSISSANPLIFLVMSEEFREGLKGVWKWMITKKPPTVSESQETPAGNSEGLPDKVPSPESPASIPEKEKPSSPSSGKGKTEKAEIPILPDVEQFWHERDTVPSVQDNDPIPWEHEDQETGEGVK
FBW7 activator: activators of human E3 ligase FBW7. Q969H0. 650,000 compounds, 0.13% hits. AlphaScreen FBW7–phospho-cyclin E peptide binding, activator screen. normalized activity (activation), % at 26.1 µM; in the data active means normalized activity above about 1.9%;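 further: purified mutant Fbw7 with reduced substrate affinity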
Target sequence (Q969H0 whole entry, looked up): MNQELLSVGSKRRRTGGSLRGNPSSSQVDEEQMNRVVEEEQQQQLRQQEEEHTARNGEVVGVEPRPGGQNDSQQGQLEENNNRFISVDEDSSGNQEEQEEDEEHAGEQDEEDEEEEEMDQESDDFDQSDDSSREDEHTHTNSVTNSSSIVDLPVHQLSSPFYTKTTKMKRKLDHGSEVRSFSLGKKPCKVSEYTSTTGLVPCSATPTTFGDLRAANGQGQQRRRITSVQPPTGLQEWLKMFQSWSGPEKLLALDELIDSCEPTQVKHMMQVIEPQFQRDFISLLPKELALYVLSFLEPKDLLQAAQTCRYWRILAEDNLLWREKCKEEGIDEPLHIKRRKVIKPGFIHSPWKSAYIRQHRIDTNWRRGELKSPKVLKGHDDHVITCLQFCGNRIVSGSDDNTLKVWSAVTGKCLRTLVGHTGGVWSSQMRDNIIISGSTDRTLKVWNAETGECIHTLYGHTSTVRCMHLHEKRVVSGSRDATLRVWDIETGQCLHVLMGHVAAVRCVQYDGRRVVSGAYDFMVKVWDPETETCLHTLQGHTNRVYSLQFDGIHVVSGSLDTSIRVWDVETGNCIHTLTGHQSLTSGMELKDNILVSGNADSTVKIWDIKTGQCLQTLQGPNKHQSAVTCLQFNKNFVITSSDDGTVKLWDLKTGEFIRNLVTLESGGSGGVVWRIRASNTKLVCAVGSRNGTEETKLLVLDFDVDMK
Starred values were filed as active, the others as inactive.

Screens by letter – A = MITF inh; B = TEAD-YAP inh; C = GPR151 activ; D = FBW7 activator
Cc1ccc(C)c(N(C)S(=O)(=O)c2ccc3[nH]cc(C(=O)NCCN4CCOCC4)c(=O)c3c2)c1
  A = -6	B = -5	C = 3.7	D = 0.2

CC(C)CN1C(=O)C(=O)N(CC(=O)NC(=O)NC(C)C)C1=O
  A = -4	B = 10	C = 0.3	D = 0.1

Cc1cccc(-c2nc(N3CCCC3)c3ccccc3n2)c1
  A = 6	B = -24	C = 1.6	D = 0.0

CCCS(=O)(=O)N1CCCC(c2nc3c(nnn3Cc3ccc(C)cc3)c(=O)[nH]2)C1 (centres undefined)
  A = 7	B = -3	C = 1.3	D = 0.1

CC(C)(C)c1ccc(C(=O)N2CCCCC(Sc3ccccc3)C2=O)cc1 (centres undefined)
  A = 6	B = 14	C = -0.3	D = -0.1

Cc1ccc(S(=O)(=O)Nc2ccc(Cl)cc2C(=O)c2ccccc2)cc1[N+](=O)[O-]
  A = 1	B = 4	C = -0.1	D = 0.5

O=S(=O)(Nc1ccc2c(c1)oc1ccccc12)N1CCCC1
  A = -14	B = -4	C = 0.5	D = -0.1

COc1nccnc1NS(=O)(=O)c1ccc(NC(=O)c2cc3c(ccc4ccccc43)oc2=O)cc1
  A = 21	B = 7	C = -1.0	D = 0.6

CCOC(=O)c1c(NC(=O)CSc2nnc(CNC(=O)c3ccc([N+](=O)[O-])cc3)n2-c2ccc(F)cc2)sc2c1CCCC2
  A = 17	B = 0	C = 0.6	D = 0.2

COc1ccc(-c2nsc(SCC(=O)Nc3ccc4c(c3)OCCO4)n2)cc1
  A = 18	B = -11	C = 0.1	D = -0.2

CC(=O)NCCSCc1ccc(Cl)cc1
  A = 22	B = -6	C = -1.5	D = 0.5

Cc1sc2nc3ccc(C(=O)N(C)Cc4ccccc4)cn3c(=O)c2c1C
  A = -1	B = -3	C = 0.7	D = 0.0

O=C(Nc1ccc(N2CCOCC2)cc1)c1cccc(-n2cc(Nc3nnnn3C3CCCCC3)cn2)c1
  A = 10	B = 13	C = 0.1	D = 0.6

CCCCC(=O)Nc1nnc(SCC(=O)Nc2ccc(C)cc2)s1
  A = 14	B = 10	C = -1.8	D = 0.2

C/C(N)=C(/C#N)C(=O)COC(=O)c1cc(-c2ccc(C)cc2)nc2ccccc12
  A = -14	B = -13	C = 0.2	D = -0.1

CCN1CCN(c2cc(C)c3cc(NC(=O)Cc4c(F)cccc4Cl)ccc3n2)CC1
  A = 11	B = -30	C = -1.7	D = 1.4

CC(C)c1nnc(NC(=O)c2ncoc2-c2cccs2)s1
  A = 5	B = 1	C = 3.4	D = 0.2

c1cc(Oc2ncnc3sc4c(c23)CCCC4)cc(-n2cnnn2)c1
  A = 11	B = 4	C = -1.0	D = 0.1

CC(=O)NC(c1ccc2c(c1)OCO2)c1cc([N+](=O)[O-])c2cccnc2c1O (centres undefined)
  A = 68*	B = -3	C = -0.4	D = -0.6

O=C1C2C3CCC(C3)C2C(=O)N1Cc1ccco1 (centres undefined)
  A = -3	B = -1	C = 1.9	D = 0.2

COc1ccc(CCNS(=O)(=O)c2ccc3[nH]c(=O)sc3c2)cc1OC
  A = 6	B = -9	C = -0.8	D = 0.1

Cc1ccc(-n2nc3c(c2NC(=O)CCc2ccccc2)CS(=O)(=O)C3)cc1
  A = -1	B = -2	C = 2.0	D = -0.1

NC(=O)C1CCN(C(=O)CCCn2c(=O)c3cccn3c3ccccc32)CC1
  A = 4	B = 2	C = -0.7	D = 0.0

Cc1csc(NC(=O)CCC(=O)N(CC(=O)NC2CCCCC2)c2ccccc2)n1
  A = -4	B = 9	C = 1.1	D = 0.5

Cn1c(=O)c2c(nc(NNC(=O)C(F)(F)F)n2C)n(C)c1=O
  A = 11	B = -1	C = 0.2	D = 0.1

N#Cc1c(-c2ccccc2)cc(-c2ccccc2)nc1SCC(O)CS(=O)(=O)Cc1ccccc1 (centres undefined)
  A = -13	B = 20	C = -0.1	D = 0.2

Cc1ccc(C2=NN(CC(=O)N3CCN(c4cc(Cl)ccc4C)CC3)C(=O)CC2)cc1
  A = -4	B = -1	C = -1.1	D = 0.2

COc1ccc(NC(=S)N(Cc2ccc(C)cc2)Cc2ccco2)cc1Cl
  A = 4	B = 9	C = -0.6	D = 0.1

COc1ccc(NC(=O)CC23CC4CC(C2)CC(n2nnc(C)n2)(C4)C3)cc1Cl
  A = 12	B = 9	C = -0.9	D = 0.1

O=C(Cc1csc(NC(=O)Cc2ccccc2)n1)NO
  A = 9	B = 0	C = 3.0	D = 0.1

CCc1nc(NCCNC(=O)c2cccc(F)c2)c2c(C)c(C)sc2n1
  A = -9	B = -20	C = 0.7	D = 0.0

Cc1ccc(Nc2nc(N)c3ccccc3n2)cc1C
  A = 19	B = 55*	C = -5.7	D = 0.1

COc1cc(-n2cnnn2)ccc1S(=O)(=O)N1CCOCC1
  A = 9	B = 4	C = 0.2	D = 0.1

COc1ccccc1/C=N/NC(=O)c1nnn(-c2nonc2N)c1-c1ccccc1
  A = 7	B = 1	C = 3.5	D = -0.1

COC(=O)CC(C#N)(CC(=O)OC)c1nc2ccccc2n1C
  A = 16	B = -3	C = 0.0	D = 0.2

c1ccc(-c2cn3c(ccc4ccccc43)n2)cc1
  A = 3	B = 85*	C = -5.2	D = 0.2

Cn1c(=O)c2nc(SCC(=O)Nc3cccc([N+](=O)[O-])c3)n(C)c2n(C)c1=O
  A = 10	B = 15	C = -1.2	D = 0.0

CC1=CC=CC2=NC(C(F)(F)F)(C(F)(F)F)N=C(c3ccc(C)cc3)N12
  A = 5	B = 5	C = -0.1	D = -0.1

Cc1nc(-c2ccc3cnc(Nc4ccc(-n5cnc(N6CCOCC6)n5)cc4)nc3c2)n[nH]1
  A = 42	B = 29	C = -0.4	D = 0.6

CSCC[C@H](NC(=O)c1ccc(Cl)c([N+](=O)[O-])c1)c1nc2ccccc2[nH]1
  A = 12	B = 6	C = 1.5	D = 0.1

Cc1cc(-c2nnc(SCC(=O)N3CCCC3)o2)no1
  A = 8	B = 5	C = 0.4	D = -0.1

CCOC(=O)c1c(C)c(C(=O)N2CCC(C)CC2)c(C)n1C
  A = -18	B = -7	C = 0.1	D = 0.0

Cc1ccc(N(CC(=O)Nc2cccc(C)c2C)S(=O)(=O)c2c(C)n[nH]c2C)cc1
  A = -9	B = 17	C = 2.6	D = 0.1

CCN(CC)c1ccc2cc(-c3nc(-c4ccc(Cl)cc4)cs3)c(=Nc3ccccc3)oc2c1
  A = 9	B = -7	C = 0.2	D = 0.3

CN1CCC(O)(c2ccc3c(c2)CN(Cc2ccco2)CCO3)CC1
  A = 12	B = 4	C = 0.1	D = 0.0

COCCN(C(=S)Nc1ccc(OC)cc1)C(C)c1ccccn1 (centres undefined)
  A = 2	B = -5	C = 1.4	D = 0.0

Cc1nc(NC(=O)Cn2nnc3sc4c(c3c2=O)CCCC4)sc1C
  A = -15	B = -2	C = 0.6	D = 0.3

COc1ccc(-c2nc3n(n2)C(c2ccccn2)C(C(N)=O)=C(C)N3)cc1 (centres undefined)
  A = -2	B = 2	C = -1.0	D = 0.1

Cc1ccc(C2=NC(c3ccc(F)c(Br)c3)NC(c3cc(Cl)ccc3O)C2)cc1 (centres undefined)
  A = 2	B = 10	C = -0.3	D = -0.1

Cc1cccc(C(=O)OCc2cccc(F)c2)c1O
  A = 3	B = -3	C = -1.3	D = 0.5

O=C(CC1C(=O)N(c2cccc(C(F)(F)F)c2)C(=S)N1CCc1ccc(Cl)cc1)Nc1ccccc1 (centres undefined)
  A = 17	B = -11	C = -0.4	D = 1.2

CC[C@H](C)[C@H](NC(=O)c1ccccc1)C(=O)NNC(=O)CC12CC3CC(CC(C3)C1)C2
  A = 4	B = -1	C = 0.1	D = -0.1

Cc1cc(C(=O)Nc2ccc3ncsc3c2)n(C)n1
  A = 1	B = -59	C = -4.5	D = -0.1

CCOc1cc(/C=C2\N=C(c3ccc(C)cc3)OC2=O)ccc1OCc1ccccc1Cl
  A = 11	B = -2	C = -0.5	D = 0.2

Cc1c(C(=O)N(Cc2nc(-c3ccccc3)no2)C(C)C)cccc1[N+](=O)[O-]
  A = 4	B = -6	C = 0.8	D = -0.2

CCOC(=O)/C(C#N)=C1/C(=O)N(Cc2ccccc2)c2ccccc21
  A = -6	B = -2	C = -0.9	D = -0.4

Cc1ccc2c(c1)C(=C1SN(C(=O)OC(C)C)N(C(=O)OC(C)C)S1)C(=S)C(C)(C)N2
  A = 8	B = 1	C = 0.8	D = 0.1

Cc1cn(S(=O)(=O)c2ccc(Br)c3ccccc23)cn1
  A = -6	B = 2	C = 1.7	D = 0.0

CCc1ccccc1NC(=O)C(=O)NCCc1ccccc1Cl
  A = 2	B = -2	C = 0.8	D = 0.0

CCc1cccc(C)c1NC(=O)c1ccncc1
  A = -1	B = 16	C = 1.9	D = 0.1

Later entries
Screens by letter – A = MITF inh; B = TEAD-YAP inh; C = GPR151 activ; D = FBW7 activator
COc1cc(/C=c2/sc3nc(-c4cccs4)nn3c2=O)cc(OC)c1OC
  A = -4	B = 4	C = -1.0	D = 0.1

CCc1ccc(CNC(=O)C2CCCN2c2nnc(N3CCCC3=O)s2)cc1 (centres undefined)
  A = -7	B = -8	C = -1.1	D = 0.1

CCOC(=O)c1[nH]cnc1C(=O)NC1CCCCC1
  A = -7	B = -5	C = 0.9	D = -0.3

Cc1ccc(-c2ccc(SCCN3CCCCC3)nn2)cc1
  A = 17	B = -26	C = 0.6	D = 0.1

Cc1ccc(-n2c(SCC(=O)NCc3ccco3)nc3c(sc(=S)n3-c3ccccc3C)c2=O)cc1
  A = -3	B = -4	C = -1.2	D = -0.1

Cc1ccc(C)c(NC2=CC(=O)CC(C)(C)C2)c1
  A = -3	B = -3	C = 0.7	D = -0.1

CCCCCSc1nccc(=O)[nH]1
  A = -9	B = 0	C = 0.5	D = -0.1

CCCn1c(NC(=O)c2ccc(F)cc2)nc2ccccc21
  A = -2	B = 0	C = 0.6	D = -0.2

CN1CCCc2cc(C(CNC(=O)c3c(F)cccc3Cl)N3CCOCC3)ccc21 (centres undefined)
  A = -4	B = -5	C = -0.5	D = -0.1

COc1ccccc1OCc1nc(N(C)CCN(C)C)c2cc(-c3cn[nH]c3)ccc2n1
  A = 19	B = -4	C = -0.5	D = -0.1

COc1ccc(C2=N/C(=C\c3ccc4c(c3)OCO4)C(=O)O2)c(Br)c1
  A = 8	B = -1	C = -1.7	D = 0.2

CC(C)(C)C1CCC2(CC1)Nc1ccccc1C(=O)N2N (centres undefined)
  A = 5	B = -80	C = 0.1	D = 0.0

CC(C)(C)NC(=O)c1ccc2c(c1)N(CC(=O)NCc1ccccc1)C(=O)C(C)(C)O2
  A = -1	B = 4	C = 0.1	D = 0.0

CC1=C(C(=O)OCc2ccccc2)C(c2cccc([N+](=O)[O-])c2)n2nnnc2N1 (centres undefined)
  A = 29	B = 6	C = -0.6	D = 0.1

CC1=Nc2cc(C(=O)NCC3CCCO3)ccc2Sc2ccccc21 (centres undefined)
  A = 12	B = 7	C = 0.0	D = 0.1

O=C(C1CC1)N1CCc2ccc(NS(=O)(=O)c3ccc4c(c3)OCCO4)cc21
  A = 15	B = 48*	C = 1.7	D = 0.3

CCOC(=O)c1c(NC(=O)/C(C#N)=C\c2ccc(OC)cc2)sc(C)c1C
  A = -8	B = -5	C = 0.0	D = -0.1

Cc1c(C(=O)NCCN(C)c2ccccc2F)sc2ncn(CC(=O)N3CCN(c4ccccn4)CC3)c(=O)c12
  A = -2	B = 3	C = 2.3	D = -0.3

Not a retest: 16 of the compounds above.
Screens by letter – A = MITF inh; B = TEAD-YAP inh; C = GPR151 activ; D = FBW7 activator
CCc1ccc(CNC(=O)C2CCCN2c2nnc(N3CCCC3=O)s2)cc1 (centres undefined)
  A = -7	B = -8	C = -1.1	D = 0.1

CCOC(=O)c1[nH]cnc1C(=O)NC1CCCCC1
  A = -7	B = -5	C = 0.9	D = -0.3

Cc1ccc(-c2ccc(SCCN3CCCCC3)nn2)cc1
  A = 17	B = -26	C = 0.6	D = 0.1

Cc1ccc(-n2c(SCC(=O)NCc3ccco3)nc3c(sc(=S)n3-c3ccccc3C)c2=O)cc1
  A = -3	B = -4	C = -1.2	D = -0.1

Cc1ccc(C)c(NC2=CC(=O)CC(C)(C)C2)c1
  A = -3	B = -3	C = 0.7	D = -0.1

CCCCCSc1nccc(=O)[nH]1
  A = -9	B = 0	C = 0.5	D = -0.1

CCCn1c(NC(=O)c2ccc(F)cc2)nc2ccccc21
  A = -2	B = 0	C = 0.6	D = -0.2

CN1CCCc2cc(C(CNC(=O)c3c(F)cccc3Cl)N3CCOCC3)ccc21 (centres undefined)
  A = -4	B = -5	C = -0.5	D = -0.1

COc1ccccc1OCc1nc(N(C)CCN(C)C)c2cc(-c3cn[nH]c3)ccc2n1
  A = 19	B = -4	C = -0.5	D = -0.1

COc1ccc(C2=N/C(=C\c3ccc4c(c3)OCO4)C(=O)O2)c(Br)c1
  A = 8	B = -1	C = -1.7	D = 0.2

CC(C)(C)C1CCC2(CC1)Nc1ccccc1C(=O)N2N (centres undefined)
  A = 5	B = -80	C = 0.1	D = 0.0

CC(C)(C)NC(=O)c1ccc2c(c1)N(CC(=O)NCc1ccccc1)C(=O)C(C)(C)O2
  A = -1	B = 4	C = 0.1	D = 0.0

CC1=C(C(=O)OCc2ccccc2)C(c2cccc([N+](=O)[O-])c2)n2nnnc2N1 (centres undefined)
  A = 29	B = 6	C = -0.6	D = 0.1

CC1=Nc2cc(C(=O)NCC3CCCO3)ccc2Sc2ccccc21 (centres undefined)
  A = 12	B = 7	C = 0.0	D = 0.1

O=C(C1CC1)N1CCc2ccc(NS(=O)(=O)c3ccc4c(c3)OCCO4)cc21
  A = 15	B = 48*	C = 1.7	D = 0.3

CCOC(=O)c1c(NC(=O)/C(C#N)=C\c2ccc(OC)cc2)sc(C)c1C
  A = -8	B = -5	C = 0.0	D = -0.1
